mHTT-CaM PPI inh = inhibitors of human mutant huntingtin-calmodulin interaction; AlphaScreen His-mHTT/GST-CaM binding, luminescence; inhibition, % at 15 µM; 3.6% of 190,000 active; AID 1671202; P42858;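 note: 0% = both proteins with DMSO and 100% = one protein alone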
Target sequence (P42858 whole entry, looked up, stated change not applied): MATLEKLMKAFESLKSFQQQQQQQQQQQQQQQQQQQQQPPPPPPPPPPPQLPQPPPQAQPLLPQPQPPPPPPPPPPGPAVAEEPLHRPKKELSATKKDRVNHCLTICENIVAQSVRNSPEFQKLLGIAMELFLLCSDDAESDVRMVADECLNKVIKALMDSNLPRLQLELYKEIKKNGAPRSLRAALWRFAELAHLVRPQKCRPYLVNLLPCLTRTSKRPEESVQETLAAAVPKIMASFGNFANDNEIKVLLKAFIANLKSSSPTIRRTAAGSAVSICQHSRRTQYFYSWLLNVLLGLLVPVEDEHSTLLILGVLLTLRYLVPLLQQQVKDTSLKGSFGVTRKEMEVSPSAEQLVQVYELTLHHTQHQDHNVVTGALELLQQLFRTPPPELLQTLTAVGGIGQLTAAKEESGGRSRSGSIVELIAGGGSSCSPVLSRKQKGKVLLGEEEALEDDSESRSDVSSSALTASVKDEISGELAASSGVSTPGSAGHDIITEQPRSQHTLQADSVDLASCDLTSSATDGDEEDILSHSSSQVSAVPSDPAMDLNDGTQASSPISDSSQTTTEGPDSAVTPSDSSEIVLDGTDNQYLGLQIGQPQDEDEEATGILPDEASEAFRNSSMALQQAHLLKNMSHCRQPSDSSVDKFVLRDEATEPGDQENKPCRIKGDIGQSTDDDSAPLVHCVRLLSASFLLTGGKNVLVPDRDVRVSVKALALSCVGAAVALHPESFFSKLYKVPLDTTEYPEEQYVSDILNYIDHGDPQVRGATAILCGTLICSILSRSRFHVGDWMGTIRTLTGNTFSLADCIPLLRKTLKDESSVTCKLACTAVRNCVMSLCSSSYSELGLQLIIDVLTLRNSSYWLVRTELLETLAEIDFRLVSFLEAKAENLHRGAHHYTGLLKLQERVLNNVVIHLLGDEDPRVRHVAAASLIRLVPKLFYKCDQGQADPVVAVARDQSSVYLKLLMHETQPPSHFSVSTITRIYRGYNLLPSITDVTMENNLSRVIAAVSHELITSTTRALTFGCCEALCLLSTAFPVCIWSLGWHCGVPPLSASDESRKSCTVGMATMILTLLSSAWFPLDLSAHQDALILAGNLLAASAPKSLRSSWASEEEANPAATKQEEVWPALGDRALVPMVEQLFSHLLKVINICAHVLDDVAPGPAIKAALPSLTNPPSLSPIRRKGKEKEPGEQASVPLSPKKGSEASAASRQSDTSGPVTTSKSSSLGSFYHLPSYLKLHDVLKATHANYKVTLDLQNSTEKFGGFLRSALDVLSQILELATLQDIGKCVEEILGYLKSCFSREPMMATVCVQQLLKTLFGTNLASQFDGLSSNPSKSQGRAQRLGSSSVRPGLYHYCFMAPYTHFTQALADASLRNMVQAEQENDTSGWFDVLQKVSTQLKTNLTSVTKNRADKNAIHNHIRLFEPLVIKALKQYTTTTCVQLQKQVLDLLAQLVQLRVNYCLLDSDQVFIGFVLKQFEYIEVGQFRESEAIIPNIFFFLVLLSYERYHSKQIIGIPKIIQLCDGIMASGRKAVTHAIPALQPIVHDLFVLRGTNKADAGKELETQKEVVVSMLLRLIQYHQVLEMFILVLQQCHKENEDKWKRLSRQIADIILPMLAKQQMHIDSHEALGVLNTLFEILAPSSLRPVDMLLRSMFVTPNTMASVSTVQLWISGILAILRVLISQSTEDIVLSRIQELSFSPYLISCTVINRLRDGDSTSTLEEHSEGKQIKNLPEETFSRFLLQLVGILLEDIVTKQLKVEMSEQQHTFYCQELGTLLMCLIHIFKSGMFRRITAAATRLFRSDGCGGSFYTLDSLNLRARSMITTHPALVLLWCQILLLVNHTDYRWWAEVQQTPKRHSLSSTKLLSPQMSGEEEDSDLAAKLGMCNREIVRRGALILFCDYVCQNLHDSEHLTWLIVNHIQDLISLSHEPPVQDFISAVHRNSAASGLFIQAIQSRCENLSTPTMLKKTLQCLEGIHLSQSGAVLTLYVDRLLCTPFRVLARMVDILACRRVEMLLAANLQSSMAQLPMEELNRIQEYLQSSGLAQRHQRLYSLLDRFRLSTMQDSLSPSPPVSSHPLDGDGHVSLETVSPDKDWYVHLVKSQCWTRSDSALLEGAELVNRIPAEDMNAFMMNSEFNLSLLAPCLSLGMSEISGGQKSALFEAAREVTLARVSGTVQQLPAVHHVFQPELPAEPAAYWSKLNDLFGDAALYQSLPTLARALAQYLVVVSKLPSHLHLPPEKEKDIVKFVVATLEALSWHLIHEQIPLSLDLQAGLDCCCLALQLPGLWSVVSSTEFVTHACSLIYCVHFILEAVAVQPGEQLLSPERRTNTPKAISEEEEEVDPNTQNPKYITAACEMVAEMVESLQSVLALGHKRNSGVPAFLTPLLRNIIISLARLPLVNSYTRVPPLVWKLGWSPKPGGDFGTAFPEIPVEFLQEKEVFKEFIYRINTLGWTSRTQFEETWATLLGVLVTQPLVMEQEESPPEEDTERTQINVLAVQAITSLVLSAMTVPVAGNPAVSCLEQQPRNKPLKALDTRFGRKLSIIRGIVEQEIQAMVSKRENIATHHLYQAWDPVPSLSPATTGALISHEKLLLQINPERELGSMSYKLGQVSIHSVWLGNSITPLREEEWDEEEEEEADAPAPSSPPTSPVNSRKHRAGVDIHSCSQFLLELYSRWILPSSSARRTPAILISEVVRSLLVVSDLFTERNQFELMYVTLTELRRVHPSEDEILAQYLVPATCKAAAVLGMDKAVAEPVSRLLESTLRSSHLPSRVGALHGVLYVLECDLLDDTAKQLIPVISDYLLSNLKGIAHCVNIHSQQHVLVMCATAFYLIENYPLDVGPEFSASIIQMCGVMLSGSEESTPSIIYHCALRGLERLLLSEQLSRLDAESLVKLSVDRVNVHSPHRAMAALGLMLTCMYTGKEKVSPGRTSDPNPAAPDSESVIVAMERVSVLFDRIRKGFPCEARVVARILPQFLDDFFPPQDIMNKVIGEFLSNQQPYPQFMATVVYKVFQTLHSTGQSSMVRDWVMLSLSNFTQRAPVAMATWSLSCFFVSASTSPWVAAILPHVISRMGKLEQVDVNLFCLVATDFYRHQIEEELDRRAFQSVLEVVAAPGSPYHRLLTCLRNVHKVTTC
Pf apPOL inh = Pf-apPOL DNA polymerase inhibition; Recombinant Pf-apPOL, molecular beacon fluorescence, 1.5 h; inhibition, % at 10 µM; 0.25% of 210,000 active
Starred values were filed as active, the others as inactive; i = inactive; . = not tested or not shown; & = joins results of further samples. Cut-off read from the data, not from the text of the source: active = inhibition above about 50%; inactive = the rest. These rows are one share of the data; count on the stated rates, not on these rows.

SMILES | mHTT-CaM PPI inh | Pf apPOL inh
COc1ccc(C2C(C#N)=C(N)OC3=C2C(=O)CC(C)(C)C3)cc1 (stereo unspecified) | -3 | -2
Cc1nc(N2CCC(C(=O)NCc3ccccc3)CC2)c2c(C)scc2n1 | 1 | -4
Cc1noc(C)c1S(=O)(=O)N1CCC(C(C)C(=O)NCCC(C)C)CC1 (stereo unspecified) | -10 | 3
O=S(=O)(c1cccnc1)N1CCN(c2ccc(-c3cccs3)nn2)CC1 | -3 | -1
Cc1c(C(=O)O)cc(-c2ccccc2)n1CCSCCO | . | -6
CC(C)(C)NC(=O)C=CC(=O)O | -2 | -2
Cc1ccc(Cl)c(OCC(O)Cn2cnc3ccccc32)c1 (stereo unspecified) | 27 | -1
CC(C)NC(=O)N(CC(=O)N1CCn2cccc2C1c1cccc(F)c1)C1CC1 (stereo unspecified) | 4 | -2
NC(=O)c1ccc[n+](CC(=O)N2CCOCC2)c1 | 0 | -1
O=c1[nH]cnc2sccc12 | . | -1
O=S(=O)(O)c1ccc(N=Nc2ccc(O)cc2O)cc1 | . | 14
O=C(/C=C/c1ccco1)c1ccc(NC(=O)c2ccco2)cc1 | 93* | -2
Cc1ccc(NC(=O)c2cccc([N+](=O)[O-])c2)cc1F | -6 | -5
COCCC(=O)N1CCCn2cc(-c3cccc(C#N)c3)nc21 | 13 | 1
C(=N\N1CCN(C2c3ccccc3-c3ccccc32)CC1)/c1c[nH]c2ccccc12 | i | .
COCCNC(=O)c1cnn2c(C)c(Cc3ccc(F)cc3)c(C)nc12 | 19 | -9
O=C(Nc1ccc2c(c1)N(C(=O)c1cccs1)CC2)c1ccccn1 | -3 | -14
CCCOc1ccc(NC(=O)C(=O)NCCc2ccc(OC)c(OC)c2)cc1 | 0 | 0
Cc1ccc(-c2n[nH]c(C)c2NC(=O)C(C)(C)C)c(C)c1 | 12 | -2
CCCc1ccc(-c2nc(-c3cccs3)no2)cc1 | . | 3&-9
Cn1cnnc1Sc1nc2c(c(=O)n(C)c(=O)n2C)n1Cc1cccc(F)c1 | -1 | 0
CCCCCCCNC(=O)C1CCCN(c2ncc(-c3cccc(F)c3)cn2)C1 (stereo unspecified) | -10 | -3
O=C1CCCN2N=C(SCC(=O)Nc3ccc4c(c3)OCCO4)SC2=N1 | -1 | 0
Cc1ccc(-c2nc3ncccc3o2)cc1NC(=O)c1ccc([N+](=O)[O-])cc1 | 0 | 0
Cc1c(Cl)cccc1-c1ccc(C(=O)Nc2ccc(S(N)(=O)=O)cc2)o1 | 25 | -4
COc1cccc(N2CCN(Cc3cccs3)CC2)c1 | 10 | 6
CCCn1cnc2c(-c3ccc(F)cc3)csc2c1=O | -17 | -4
COc1cccc(S(=O)(=O)NCC(=O)N2CCN(C(=O)c3ccco3)CC2)c1 | -8 | -8
CCc1ccc(C(=O)N2CCCC(c3cccc(C(=O)NC4CC4)c3)C2)cc1 (stereo unspecified) | 4 | -5
Cc1cccc(NC(=O)COc2c(C)cc(Cl)cc2Cl)n1 | -8 | 58*

17 of the compounds above, with two lines to a compound:
The line under a structure holds: mHTT-CaM PPI inh	Pf apPOL inh
> COCCC(=O)N1CCCn2cc(-c3cccc(C#N)c3)nc21
→ 13	1
> C(=N\N1CCN(C2c3ccccc3-c3ccccc32)CC1)/c1c[nH]c2ccccc12
→ i	.
> COCCNC(=O)c1cnn2c(C)c(Cc3ccc(F)cc3)c(C)nc12
→ 19	-9
> O=C(Nc1ccc2c(c1)N(C(=O)c1cccs1)CC2)c1ccccn1
→ -3	-14
> CCCOc1ccc(NC(=O)C(=O)NCCc2ccc(OC)c(OC)c2)cc1
→ 0	0
> Cc1ccc(-c2n[nH]c(C)c2NC(=O)C(C)(C)C)c(C)c1
→ 12	-2
> CCCc1ccc(-c2nc(-c3cccs3)no2)cc1
→ .	3&-9
> Cn1cnnc1Sc1nc2c(c(=O)n(C)c(=O)n2C)n1Cc1cccc(F)c1
→ -1	0
> CCCCCCCNC(=O)C1CCCN(c2ncc(-c3cccc(F)c3)cn2)C1 (stereo unspecified)
→ -10	-3
> O=C1CCCN2N=C(SCC(=O)Nc3ccc4c(c3)OCCO4)SC2=N1
→ -1	0
> Cc1ccc(-c2nc3ncccc3o2)cc1NC(=O)c1ccc([N+](=O)[O-])cc1
→ 0	0
> Cc1c(Cl)cccc1-c1ccc(C(=O)Nc2ccc(S(N)(=O)=O)cc2)o1
→ 25	-4
> COc1cccc(N2CCN(Cc3cccs3)CC2)c1
→ 10	6
> CCCn1cnc2c(-c3ccc(F)cc3)csc2c1=O
→ -17	-4
> COc1cccc(S(=O)(=O)NCC(=O)N2CCN(C(=O)c3ccco3)CC2)c1
→ -8	-8
> CCc1ccc(C(=O)N2CCCC(c3cccc(C(=O)NC4CC4)c3)C2)cc1 (stereo unspecified)
→ 4	-5
> Cc1cccc(NC(=O)COc2c(C)cc(Cl)cc2Cl)n1
→ -8	58*

New compounds follow:
SMILES | mHTT-CaM PPI inh | Pf apPOL inh
Cc1cc(NC(=O)CSc2nnc(NC(=O)C3(c4cccs4)CCCC3)s2)no1 | -13 | 2
CCNC(=O)c1ccccc1-c1ccccc1C(=O)O | -5 | -3
Cc1cc(C)c(NS(=O)(=O)c2ccccc2)c(C)c1 | -9 | -8
O=C(NCCc1ccncc1)C1CN(C(=O)c2cccs2)C1 | -14 | -3
O=C(O)CCCN1C(=O)C(=O)C(=C(O)c2ccccc2)C1c1ccccc1F (stereo unspecified) | -1 | -7
CC1=C(C(=O)Nc2cccnc2)C(c2ccncc2)n2nnnc2N1 (stereo unspecified) | -1 | -5
Cc1cc(Cl)ccc1NC(=O)C1CCN(S(=O)(=O)c2ccc(F)cc2)CC1 | 0 | -2
O=[N+]([O-])C(=C1NCCN1)C(Cl)=C(Cl)Cl | 2 | -14
O=c1cc(CSc2ccc(Cl)cc2)[nH]n1-c1ccccc1 | 47 | 2
COc1ccc(C2CC(=O)C3=C(C2)Nc2ccccc2NC3c2ccc(C(F)(F)F)cc2)cc1 (stereo unspecified) | 53* | 2
CCOC(=O)CC(=NNc1ccsc1C(=O)OC)C(F)(F)F | . | 0
COc1ccc(NC(=O)N2CCCn3nc(-c4cccc(Cl)c4)cc3C2)cc1F | 28 | -3
Cc1ccc(C(=O)Nc2nnc(C(C)(C)C)s2)cc1C | 1 | -6
COc1ccccc1C(=O)N1CCCC(c2ccnc(-c3ccc(C)cc3)n2)C1 (stereo unspecified) | 25 | -5
O=C(Nc1ccccc1O)c1ccc(S(=O)(=O)c2ccc(Cl)cc2)cc1 | -3 | -3
CSc1nc(N)nc(SCc2ccc(Cl)c(Cl)c2)c1C#N | 74* | 0
Cc1noc(CNC(=O)CNC(=O)c2ccccc2)n1 | -8 | 3
COc1ccc(-c2nc3c(c(=O)[nH]2)CCN(C(=O)Nc2cc(F)cc(F)c2)C3)cc1 | 3 | 3
COCCCNC(=O)c1cc2c(=O)n3ccccc3nc2n(CCCN2CCOCC2)c1=N | -1 | -9
Cc1ccc(OCCOc2ccc(/C=C3\C(=O)NN(c4ccccc4)C3=O)cc2)cc1 | -2 | -1
Oc1c(Cl)cc(Cl)cc1C=NCCSc1ccc(Cl)cc1 | . | -7
CCN(CC)C(=O)c1cc2c(s1)CCC(C(=O)Nc1ccc(OC)cc1)C2 (stereo unspecified) | 4 | 0
CCC1(C)Cc2c(sc3nc(SCCC(C)C)nc(N)c23)CO1 (stereo unspecified) | 1 | -1
COc1cc(OC)c2c(-c3cccc(-c4ccc(N(C)C)cc4)c3)cc(=O)oc2c1 | 40 | -6
CCc1nnc(NC(=O)C2CC(=O)N(CCc3c[nH]c4ccc(Cl)cc34)C2)s1 (stereo unspecified) | 47 | -2
O=C1c2ccc(F)cc2C(=O)N1Cc1ccc(F)cc1 | -4 | 0
O=C(NCc1cccnc1)c1cc(-c2ccc(Cl)s2)nc2ccccc12 | 0 | 0
COc1ccc(CC(=O)N2CCc3c(c(-c4nc(-c5ccccc5F)no4)nn3C)C2)cc1 | 10 | -7
Cc1cc(C)n(-c2ccc(C(=O)NC3CCC(C)CC3)cn2)n1 (stereo unspecified) | -6 | -3
CCOC(=O)N1CCN(CCCc2ccccc2)CC1 | -3 | -2

Next section (2 carried over from the part before).
SMILES | mHTT-CaM PPI inh | Pf apPOL inh
Cc1cc(C)n(-c2ccc(C(=O)NC3CCC(C)CC3)cn2)n1 (stereo unspecified) | -6 | -3
CCOC(=O)N1CCN(CCCc2ccccc2)CC1 | -3 | -2
COc1cccc2cc(C(N)=O)c(=Nc3ccccc3F)oc12 | 19 | 1
COc1c(C(=O)NC2CC2)sc2cc(Cl)ccc12 | 1 | -2
Cc1nc(OCC(=O)Nc2cccc(C)c2C)c2ccccc2n1 | -3 | 0
Cn1cnc([N+](=O)[O-])c1N1CCN(c2ccc(C(F)(F)F)cn2)CC1 | . | -50
CC1(C)CC(O)CC(C)(C)N1CC(O)COC1CCCCC1 (stereo unspecified) | -4 | -6
COc1ccccc1N1CCN(Cc2cc3c(cc2[N+](=O)[O-])OCO3)CC1 | 15 | -2
CN(C)Cc1c(O)ccc2c1OC(=Cc1cccc(Br)c1)C2=O | 23 | -23
C=CCn1c(SCC(=O)O)nc2sc3c(c2c1=O)CCC3 | 1 | 3
c1ccc(-c2nnc(-c3ccccc3)c3nonc23)cc1 | 28&17 | -2&6
CCC(=O)NCc1csc(C2CCN(C(=O)c3ccccc3)CC2)n1 | -8 | -7
Clc1ccc(SCc2nc3ncccn3c2Br)cc1 | 0 | -3
NC(=O)c1nnc2cc(-c3ccccc3)nn2c1-c1ccccc1Cl | . | 3
COc1ccccc1NC(=O)c1cc2c(n1C)CCN(Cc1ccc(F)cc1)C2 | 63* | -2
COCCCN1C(=O)C(=O)C(=C(O)c2ccc(OC)cc2C)C1c1cccc([N+](=O)[O-])c1 (stereo unspecified) | 36 | -7
COC(=O)c1ccc(C(=O)NCCN2CCN(c3ccc(F)cc3)CC2)cc1 | -5 | 0
CCCOc1ccc(-c2nc3s/c(=C\c4ccc(OC)c(OC)c4)c(=O)n3n2)cc1 | 2 | 1
c1ccc(CNc2ccc(-c3nc(-c4ccccc4)no3)cn2)cc1 | -8 | 1
O=S(=O)(Nc1ccccc1)c1ccc2c(c1)Cc1cc(S(=O)(=O)Nc3ccccc3)ccc1-2 | 8 | -5&1
COc1ccc(C2CCCN2C(=O)Nc2ccc(Cl)cc2)cc1 (stereo unspecified) | -8 | 0
Fc1ccc(-c2[nH]ncc2CN2CCN(Cc3ccc4c(c3)OCO4)CC2)cc1 | . | -6
COC(=O)c1c(C)oc2cc(Br)c(OC(=O)c3ccc([N+](=O)[O-])cc3)cc12 | 0 | 0
CC(=O)c1ccc(NC(=O)c2ccc(CN(c3ccccc3)S(C)(=O)=O)cc2)cc1 | 2 | 5
COc1cc(S(=O)(=O)Nc2ccc3c(c2)OC(C)(C)O3)c(OC)cc1Cl | 23 | -1
O=C(CC(NCc1ccccn1)C(=O)O)Nc1cc(Cl)ccc1Cl (stereo unspecified) | 100* | -1
Cc1ccc(S(=O)(=O)N2CCSC2c2cccc(Cl)c2)cc1[N+](=O)[O-] (stereo unspecified) | 19 | 0
O=C(O)CCNc1ccc(Br)cc1C(=O)O | 1 | -12
O=C(COc1ccc(C2CCCCC2)cc1)Nc1nccs1 | 3 | 1
COc1cc(OC)c(OC)cc1/C=C1/N=C(c2ccc([N+](=O)[O-])cc2Cl)OC1=O | -4 | -8
C=CCN([C@H](C(=O)OC)C(C)C)S(=O)(=O)CCNCc1ccccc1 | 9 | -3
CC(=O)NC(=Cc1sc2ccccc2c1C)C(=O)O | . | -18
Cc1cccn2c(=O)c3cc(C(=O)NCCc4ccccc4)c(=N)n(C4CCCCC4)c3nc12 | 6 | -13
Cc1cccc(C)c1NC1=NC(=S)N(c2cccc(O)c2)C12CCC(C(C)(C)C)CC2 (stereo unspecified) | 56* | -117
CN1OCC(S(=O)(=O)NCc2ccccc2)C1c1ccc(C(C)(C)C)cc1 (stereo unspecified) | 11 | -4
O=S(=O)(Nc1cccc(-c2nc3cccnc3s2)c1)c1ccc(Cl)s1 | 14 | -6
O=C(NCCO)C(=O)NCC1COC2(CCCC2)O1 (stereo unspecified) | -3 | -2
CCOc1ccc(-c2cn(-c3ccc(CC)cc3)c(=O)[nH]2)cc1 | 25 | 0
COc1ccc(Nc2nc(Cl)nc(NCCN3CCOCC3)n2)cc1 | 7 | 3
Cc1cccn2c(=O)c3cc(C(=O)NCC4CCCO4)c(=N)n(CCc4ccccc4)c3nc12 (stereo unspecified) | -2 | -2
Cn1c2ccccc2c2c(C(=O)NCc3ccc(F)cc3)cn(C3CCCCC3)c(=O)c21 | -2 | 1
N#C/C(=C\Nc1ccc(F)cc1)c1nc(-c2ccc3c(c2)OCO3)cs1 | 11 | 0
Cc1ccc(C(=O)Nc2cccc(-c3nc4ncccc4o3)c2C)cc1C | 1 | 18
N#CCC(=O)N1CCN(c2ccc(Cl)c(Cl)c2)CC1 | 12 | -8
CC(O)(CNC(=O)c1cnc2ccccc2n1)c1ccccc1 (stereo unspecified) | 0 | -5
C=CCOc1ccc(/C=C2\C(=O)ON=C2c2ccccc2)cc1 | 8 | -12
O=C(Nc1sccc1-n1cccc1)NC1Cc2ccccc2C1 | . | -6
CC(=NNc1nnc(-c2ccccc2)c(-c2ccccc2)n1)c1ccco1 | . | -3
CCCCCS(=O)(=O)CC1CC1(Cl)Cl (stereo unspecified) | -2 | -2
Cc1nn(C)c2c(=O)n(CC(=O)NCc3ccccc3Cl)ccc12 | -5 | 0
COCC(=O)Nc1ccc(S(N)(=O)=O)cc1 | -2 | -4
Cc1cc(NC(=O)C2CCCN(c3cc(-n4cccn4)ncn3)C2)sn1 (stereo unspecified) | 16 | -8
CCCn1cc(C(=O)NCc2ccc(N3CCOCC3)cc2)c2cccnc21 | 10 | 4
O=C1CC(C(=O)O)N=C(Nc2nc3ccccc3s2)N1 (stereo unspecified) | -3&-2 | -3&2
